Screening data deposited in PubChem by several laboratories.
Vif imaging: blocks HIV Vif function. actives 0.35% (n = 340,000). inhibition, % at 7.49 µM. HEK293T cells, Vif self-association by quenched fluorescence, imaging, 24 h; in the data active = inhibition above about 50%, passing the limit was not always enough; inconclusive = no clear call, values can overlap the other calls; inactive = below about 31%; also: some results filed as inactive read as strong as hits
CaV13 ICDI inh: Primary screen for inhibitors of IQ motif and Ca2+-dependent inactivation inhibitor domain binding in CACNA1D, Förster resonance energy transfer in living cells, …; HEK cells, CFP/YFP FRET ICDI-IQ, plate reader, 10 min; percent FRET-ratio fall versus neutral wells; AID 743397; actives 0.098% (n = 340,000); inhibition, % at 12.3 µM;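 active = mean replicate inhibition of at least 30% and at least 1% of replicates passing that level; inconclusive = only one of the two criteria is met; inactive = neither criterion is met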;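 also: 0% = median of the neutral control wells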
H9c2 protect: myocardial damage modulation in H9c2 cells. H9c2 cardiomyocytes, H2O2 injury protection, ATPLite, 2 h. protection from H2O2 cell death, % at 20 µM. actives 0.63% (n = 360,000);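 active = compounds giving at least 50% protection of heart cells from peroxide-induced death in the single-dose screen, raw or plate-pattern-corrected value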;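 also: 0% = DMSO wells with peroxide and 100% = DMSO wells without peroxide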
PDI inh: inhibitors of human protein disulfide isomerase; inhibition, % at 10 µM; PDI insulin aggregation turbidity, A650, 90 min; P07237; actives 0.052% (n = 350,000);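 active = mean inhibition across replicates of 30% or more, whatever share of single replicates reach that level; inconclusive = mean inhibition below 30% while every single replicate reaches 30%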;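 also: absorbance from insulin aggregation driven by PDI reduction with DTT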
Target sequence (P07237 whole entry, looked up): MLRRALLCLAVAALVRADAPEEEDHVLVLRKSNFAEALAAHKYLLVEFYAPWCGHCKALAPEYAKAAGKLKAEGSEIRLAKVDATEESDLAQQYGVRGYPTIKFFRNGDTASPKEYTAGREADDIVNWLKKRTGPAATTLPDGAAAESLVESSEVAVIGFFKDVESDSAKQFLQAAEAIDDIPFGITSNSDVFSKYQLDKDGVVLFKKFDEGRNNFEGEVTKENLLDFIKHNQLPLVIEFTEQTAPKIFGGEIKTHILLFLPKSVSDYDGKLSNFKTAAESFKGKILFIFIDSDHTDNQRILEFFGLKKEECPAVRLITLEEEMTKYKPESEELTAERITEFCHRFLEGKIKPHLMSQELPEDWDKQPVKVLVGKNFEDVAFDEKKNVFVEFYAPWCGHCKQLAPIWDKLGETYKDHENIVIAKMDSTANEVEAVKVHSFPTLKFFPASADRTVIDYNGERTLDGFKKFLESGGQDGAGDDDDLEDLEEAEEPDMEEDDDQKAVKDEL
HTR2A ag: agonists of mouse serotonin 5-HT2A receptor (HTR2A) | P35363 | CHO-K1 mHTR2A beta-arrestin complementation, luminescence; percent of 30 µM serotonin response | activation, % at 7.6 µM | actives 0.66% (n = 360,000) | AID 624169;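 active = activation above a run cutoff, the mean activation of all tested compounds plus 3 SD, cut at about 14% in these data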;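 also: 0% = plate median of compound wells and 100% = 30 µM serotonin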
Target sequence (P35363 whole entry, looked up): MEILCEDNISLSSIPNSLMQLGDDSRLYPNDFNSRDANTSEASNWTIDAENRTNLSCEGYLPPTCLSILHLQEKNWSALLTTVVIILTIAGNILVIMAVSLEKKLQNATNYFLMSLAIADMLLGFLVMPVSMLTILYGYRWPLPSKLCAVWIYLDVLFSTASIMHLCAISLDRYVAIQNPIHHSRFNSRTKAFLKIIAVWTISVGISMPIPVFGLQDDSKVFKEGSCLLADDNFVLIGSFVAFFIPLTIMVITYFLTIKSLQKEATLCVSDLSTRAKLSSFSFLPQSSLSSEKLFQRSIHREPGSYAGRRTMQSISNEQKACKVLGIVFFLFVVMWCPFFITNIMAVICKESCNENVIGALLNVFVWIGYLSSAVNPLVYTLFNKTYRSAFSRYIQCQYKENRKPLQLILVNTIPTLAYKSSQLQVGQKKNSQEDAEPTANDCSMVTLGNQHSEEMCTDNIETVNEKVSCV
Glyco luc inh: blocks N-linked glycosylation in D54 reporter cells. D54 ERlucT glycosylation luciferase reporter, 24 h; percent of 100 nM tunicamycin response. reporter increase, % at 12.5 µM. actives 0.23% (n = 360,000);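 active = mean luciferase reporter signal, scaled so untreated is 0 and the glycosylation-blocking control 100, at or above a set limit in every replicate; inconclusive = mean reaches the limit but not every replicate does; inactive = mean below the limit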;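 also: luciferase carries N-glycosylation sites so blocking glycosylation raises the light; 0% = median of neutral control wells and 100% = median of 100 nM tunicamycin wells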
ABCB6 inh 2: blocks the human ABCB6 transporter. fluorescence ratio to DMSO, % at 10 µM. Q9NP58. actives 0.19% (n = 360,000). K562-ABCB6 porphyrin accumulation, flow cytometry, 1 h; hits give low values. AID 602162;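 active = fluorescence ratio to DMSO below 75%, the collection mean minus 3 SD; inconclusive = too few cells collected in the well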;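 also: signal is porphyrin accumulated inside mitochondria; 100% equals median channel fluorescence of DMSO control wells; lower ratio means ABCB6 inhibition with less porphyrin fluorescence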
Exocytosis inh: lytic granule exocytosis inhibition; TALL-104 LAMP-1 surface exposure, flow cytometry; cells stimulated with thapsigargin and PMA; inhibition, % at 10 µM; actives 0.66% (n = 360,000); AID 651702;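 active = inhibition above about 55%, limit read from the data; inconclusive = no clear call, values can overlap the other calls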
iPSC survival up: hiPSC single-cell survival enhancement; ATPlite luminescence; 100% = ROCK inhibitor wells, 0% = DMSO; survival enhancement, % at 20 µM; actives 0.044% (n = 360,000); AID 602274; in the data active = survival enhancement above about 18%;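 also: cells exposed to compounds for 16 hours before the ATP read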
aDG glyco act: increases alpha dystroglycan glycosylation; AID 624168; Pro5-aDG cells, alpha-DG glycosylation AlphaScreen (IIH6); 0% Pro5, 100% B10-LARGE cell signal; activation, % at 10 µM; actives 0.22% (n = 360,000);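 active = activation of at least 8% versus controls, or a plate z-score of at least 8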;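 also: Pro5 are CHO cells carrying HIG-tagged alpha-DG that lacks glycosylation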
* marks the source's active call; other numbers are inactive results; ? = inconclusive; · = no result given.

SMILES	Vif imaging	CaV13 ICDI inh	H9c2 protect	PDI inh	HTR2A ag	Glyco luc inh	ABCB6 inh 2	Exocytosis inh	iPSC survival up	aDG glyco act
CCOc1ccc(N=C2NC(=O)C(CC(=O)Nc3ccc(OC)cc3)S2)cc1 (centres undefined)	-1	-4	4	-11	2	-4	99	-1	-0.3	-0.1
COc1ccccc1CNC(=O)C1(C)CCCCN1C (centres undefined)	9	-6	-2	1	7	1	92	-2	-3.4	0.0
CCOC(=O)c1cc(-c2cc3ccccc3o2)n[nH]1	-6	-4	1	-5	-1	3	81	1	-1.9	0.1
O=C(c1ccc(S(=O)(=O)NCC2CCCO2)cc1)N1CCN(c2ccccc2F)CC1 (centres undefined)	-2	-4	2	0	-3	3	96	10	0.8	0.2
COc1ccc(-c2nn(-c3ccccc3)cc2CNC[C@H]2O[C@@H](n3cnc4c(=O)[nH]c(N)nc43)[C@H](O)[C@@H]2O)cc1	·	-3	5	·	1	-1	103	-2	0.0	-0.5
COc1ccc(C=NNC(=S)NC23CC4CC(CC(C4)C2)C3)cc1OC	-14	-6	-16	-2	8	-5	93	-10	-2.6	3.8
CCc1ccc(S(=O)(=O)Nc2nnc(N)s2)cc1	8	12	-3	12	5	4	102	-4	-0.5	0.1
Cc1cc(OCc2nc(N)nc(N)c2-c2ccc(Cl)c(Cl)c2)ccc1[N+](=O)[O-]	-17	-4	-16	-8	-4	-6	97	-1	-1.4	-0.1
O=C(N/N=C\c1ccc(Cl)s1)c1cccs1	·	·	22	-2	-5	8	100	-2	-1.5	-0.1
O=C(O)COc1ccccc1/C=N/NC(=O)c1cccc(S(=O)(=O)Nc2cccc(Cl)c2)c1	16	-4	-9	-6	0	0	100	-10	1.0	0.0
CNC(=O)C(=O)Nc1ccc(C)cc1C	-2	-20	1	-4	1	1	97	-3	-1.1	-0.3
COc1ccc(Cn2c(C)c(C)c(C#N)c2NC(=O)Nc2ccc(F)cc2)cc1	-1	-3	12	-2	-5	0	96	-1	4.7	0.4

A different layout for part of the listing above.
| structure | Vif imaging | CaV13 ICDI inh | H9c2 protect | PDI inh | HTR2A ag | Glyco luc inh | ABCB6 inh 2 | Exocytosis inh | iPSC survival up | aDG glyco act |
| --- | --- | --- | --- | --- | --- | --- | --- | --- | --- | --- |
| COc1ccc(-c2nn(-c3ccccc3)cc2CNC[C@H]2O[C@@H](n3cnc4c(=O)[nH]c(N)nc43)[C@H](O)[C@@H]2O)cc1 | · | -3 | 5 | · | 1 | -1 | 103 | -2 | 0.0 | -0.5 |
| CCOC(=O)c1cc(-c2cc3ccccc3o2)n[nH]1 | -6 | -4 | 1 | -5 | -1 | 3 | 81 | 1 | -1.9 | 0.1 |

Carrying on:
SMILES	Vif imaging	CaV13 ICDI inh	H9c2 protect	PDI inh	HTR2A ag	Glyco luc inh	ABCB6 inh 2	Exocytosis inh	iPSC survival up	aDG glyco act
O=C(c1ccc2c(c1)OCO2)N1CCN(CCN2C(=O)c3cccc4cccc(c34)C2=O)CC1	-13	-7	7	2	4	3	98	-1	-0.3	-0.1
CCc1cccc2c3c([nH]c12)C(CC)(CC(=O)O)OCC3 (centres undefined)	4	-5	-5	2	7	2	99	23	-1.5	0.1
Cc1ccc(S(=O)(=O)N2C[C@@H]3CCCC[C@@H]3[C@@H](C)[C@H]2CC(=O)c2ccccc2)cc1	18	-6	-17	13	-2	-9	91	4	3.3	0.1
Cc1ccc(C(=O)Nc2nnc(COCCO)s2)cc1	-13	-5	-7	-5	8	-2	96	16	4.3	0.1
Cc1noc(C(=O)N2CCN(c3ccc(F)cc3)CC2)c1Cl	7	-6	-6	-21	3	0	95	2	-0.8	0.1
O=C(NCCCn1ccnc1)/C(=C\c1cccnc1)NC(=O)c1cccc(Br)c1	-3	-3	-2	-3	-1	1	101	-1	4.2	-0.3
COC(=O)c1cc(-c2ccccc2)nc2nc(SC)[nH]c(=O)c12	-8	-3	0	1	-1	3	95	13	1.3	0.0
CC(C)(C)n1nnnc1C(c1cc2cc3c(cc2[nH]c1=O)OCO3)N1CCN(c2ccccc2)CC1 (centres undefined)	1	-8	-4	-3	-1	-4	94	0	-0.6	-0.1
CC1(C(=O)NS(=O)(=O)c2ccccc2Cl)CCN1C(=O)C1CCCCC1 (centres undefined)	0	-5	14	-6	6	-1	?	-3	0.0	-0.3
COc1ccc(C(Cl)=C(c2ccc(OC)cc2)c2ccc(OC)cc2)cc1	-1	-5	-21	0	-4	-2	96	-2	0.0	-0.5
COc1cc(C(CCN2CCCC2)c2c(OC)cc(OC)c3c(C)cc(=O)oc23)cc(OC)c1OC (centres undefined)	2	-6	2	-2	-1	-1	96	-7	-0.3	0.1
COc1ccc(CNCC(C)NCc2ccc(OC)c(OC)c2)cc1OC (centres undefined)	·	-19	-5	2	2	0	100	8	-0.3	0.0
COc1cc(/C=C/c2nc3ccccc3c(=O)[nH]2)ccc1O	·	-8	28	1	-2	5	99	0	-2.3	-0.4
COCCNCC(=O)Nc1ccc(C)c(S(=O)(=O)N2CCCCC2)c1	0	-2	0	-6	1	-1	93	-4	0.7	0.3
COC(=O)C(C)Sc1nc(NCc2ccccc2)nc(N(C)C)n1 (centres undefined)	-11	7	-6	-1	4	-2	95	4	-0.4	-0.1
Cn1nnc2cc(C(=O)N3CCC(c4ccccc4)C3)ccc21 (centres undefined)	·	-6	2	12	-4	1	88	-1	1.1	0.4
OC[C@@H](O)[C@@H](O)CO	-1	·	3	·	0	-1	103	0	4.6	0.2
CN(CC(=O)NC1CCCCCC1)S(=O)(=O)c1cnc[nH]1	-4	-2	2	-4	2	0	98	-1	0.7	0.1
CC1(C)CC(=O)C=C(c2ccc(COC(=O)c3cc(F)cc(F)c3)cc2)C1=O	-14	-3	-22	1	3	0	84	-6	-0.7	0.3
CCN(C(=O)CSc1nnc(-c2ccc(C)cc2)n1N)c1c(N)n(Cc2ccccc2)c(=O)[nH]c1=O	17	-5	-2	-15	4	0	98	1	0.1	-0.3
CCn1cc(/C=N\NC(=O)C2(C)CC2(Cl)Cl)c(C)n1 (centres undefined)	4	-10	-2	-9	1	1	89	-6	-1.4	-0.2
CN(C)CCCN(C(=O)c1sc2ccccc2c1Cl)c1nc2c(F)cccc2s1	-5	-2	30	7	-4	-1	96	4	1.2	0.3
CC(NC(=O)CNC(=O)c1ccccc1Br)c1cccs1 (centres undefined)	-11	-6	-1	-3	7	1	101	0	-0.3	0.3
O=C(CN1CCN(S(=O)(=O)c2ccc(Cl)cc2)CC1)Nc1ccc2c(c1)OCO2	1	-2	-5	-4	7	0	97	3	-1.7	-0.2

Some of the entries so far, bar-delimited.
molecule | Vif imaging | CaV13 ICDI inh | H9c2 protect | PDI inh | HTR2A ag | Glyco luc inh | ABCB6 inh 2 | Exocytosis inh | iPSC survival up | aDG glyco act
CC(C)(C)n1nnnc1C(c1cc2cc3c(cc2[nH]c1=O)OCO3)N1CCN(c2ccccc2)CC1 (centres undefined) | 1 | -8 | -4 | -3 | -1 | -4 | 94 | 0 | -0.6 | -0.1
CC1(C(=O)NS(=O)(=O)c2ccccc2Cl)CCN1C(=O)C1CCCCC1 (centres undefined) | 0 | -5 | 14 | -6 | 6 | -1 | ? | -3 | 0.0 | -0.3
COc1ccc(C(Cl)=C(c2ccc(OC)cc2)c2ccc(OC)cc2)cc1 | -1 | -5 | -21 | 0 | -4 | -2 | 96 | -2 | 0.0 | -0.5
COc1cc(C(CCN2CCCC2)c2c(OC)cc(OC)c3c(C)cc(=O)oc23)cc(OC)c1OC (centres undefined) | 2 | -6 | 2 | -2 | -1 | -1 | 96 | -7 | -0.3 | 0.1
COc1ccc(CNCC(C)NCc2ccc(OC)c(OC)c2)cc1OC (centres undefined) | · | -19 | -5 | 2 | 2 | 0 | 100 | 8 | -0.3 | 0.0
COc1cc(/C=C/c2nc3ccccc3c(=O)[nH]2)ccc1O | · | -8 | 28 | 1 | -2 | 5 | 99 | 0 | -2.3 | -0.4
COCCNCC(=O)Nc1ccc(C)c(S(=O)(=O)N2CCCCC2)c1 | 0 | -2 | 0 | -6 | 1 | -1 | 93 | -4 | 0.7 | 0.3
COC(=O)C(C)Sc1nc(NCc2ccccc2)nc(N(C)C)n1 (centres undefined) | -11 | 7 | -6 | -1 | 4 | -2 | 95 | 4 | -0.4 | -0.1
Cn1nnc2cc(C(=O)N3CCC(c4ccccc4)C3)ccc21 (centres undefined) | · | -6 | 2 | 12 | -4 | 1 | 88 | -1 | 1.1 | 0.4
OC[C@@H](O)[C@@H](O)CO | -1 | · | 3 | · | 0 | -1 | 103 | 0 | 4.6 | 0.2
CN(CC(=O)NC1CCCCCC1)S(=O)(=O)c1cnc[nH]1 | -4 | -2 | 2 | -4 | 2 | 0 | 98 | -1 | 0.7 | 0.1
CC1(C)CC(=O)C=C(c2ccc(COC(=O)c3cc(F)cc(F)c3)cc2)C1=O | -14 | -3 | -22 | 1 | 3 | 0 | 84 | -6 | -0.7 | 0.3
CCN(C(=O)CSc1nnc(-c2ccc(C)cc2)n1N)c1c(N)n(Cc2ccccc2)c(=O)[nH]c1=O | 17 | -5 | -2 | -15 | 4 | 0 | 98 | 1 | 0.1 | -0.3
CCn1cc(/C=N\NC(=O)C2(C)CC2(Cl)Cl)c(C)n1 (centres undefined) | 4 | -10 | -2 | -9 | 1 | 1 | 89 | -6 | -1.4 | -0.2

Other records follow.
SMILES	Vif imaging	CaV13 ICDI inh	H9c2 protect	PDI inh	HTR2A ag	Glyco luc inh	ABCB6 inh 2	Exocytosis inh	iPSC survival up	aDG glyco act
NC(=O)CC(NC(=O)c1ccccc1)c1ccc(N2CCC(Br)CC2)c([N+](=O)[O-])c1 (centres undefined)	·	-11	-8	-6	-6	-2	98	-4	-2.5	0.1
Cc1ccc(C(=O)Nc2cccc(C(=O)N3CCOCC3)c2)cc1Cl	·	-5	2	5	2	·	105	-1	-0.2	0.2
COc1ccc(CCC(=O)Nc2ncc(C)s2)cc1	-11	-21	9	9	1	3	93	2	-0.7	-0.1
COc1ccccc1C(CNC(=O)c1cccc(NS(=O)(=O)c2ccc(Br)cc2)c1)N(C)C (centres undefined)	2	-6	-6	6	-6	0	95	-3	-0.2	2.6
CC(=O)Nc1ccc(/C(C)=N/NC(=O)CN(c2ccccc2Br)S(C)(=O)=O)cc1	0	-18	-1	13	-7	-2	99	0	0.2	-0.2
Cc1ccccc1C(=O)NC(=S)Nc1sc2c(c1C#N)CCCC2	-5	-6	-24	5	2	1	91	10	1.1	0.2
COc1ccc(NC(=O)CCCN2C(=O)C(c3ccccc3)Oc3cccnc32)cc1OC (centres undefined)	-5	-5	-4	9	2	-1	99	0	-0.2	-0.1
c1ccc2c(CN3CCCCC3)csc2c1	9	-3	4	-2	-6	0	95	-2	-0.8	-0.2
